PNC inhibitor: inhibitors of perinucleolar compartment assembly; PC3M PTB-GFP, PNC prevalence imaging, 16 h; stronger effect = lower value; activity change (PNC), negative = inhibition, % at 10 µM; 140,000 tested, 3.1% active; AID 2417;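 active = readout at or below -70, meaning at least 70% loss of cells showing the perinucleolar compartment, a nuclear body marking cancer cells; inconclusive = readout between -30 and a set limit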;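 also: plate controls were DMSO wells for no effect and camptothecin positive control wells for full effect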
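Read-out is percentage of cells bearing a perinucleolar compartment, from automated 20x imaging of fixed, Hoechst-stained PC3M PTB-GFP cells. Cells were seeded 4 h, then exposed 16 h to compound (23 nl of library stock) in duplicate plates.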
IMPase inh: membrane-permeable compound that blocks inositol monophosphatase. CHO-M1 cells, IP1 accumulation, HTRF TR-FRET ratio. inhibition (IP1 accumulation), % at 46.1 µM. 120,000 tested, under 10 active. AID 901; active = well fitted curve in the direction sought with a large enough effect in the signal ratio, not every such curve was filed as active; inconclusive = small, poorly fitted or top-dose-only effect, or a change in a side signal; inactive = no such curve, though single readings can be large or run the other way; the % refers to the signal ratio;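 also: cells stimulated with carbachol in lithium chloride buffer; plate controls were DMSO basal wells for no effect and reference inhibitor wells for full effect; higher means more IMPase inhibition seen as more IP1 and lower FRET ratio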
Target sequence (P97697 whole entry, looked up): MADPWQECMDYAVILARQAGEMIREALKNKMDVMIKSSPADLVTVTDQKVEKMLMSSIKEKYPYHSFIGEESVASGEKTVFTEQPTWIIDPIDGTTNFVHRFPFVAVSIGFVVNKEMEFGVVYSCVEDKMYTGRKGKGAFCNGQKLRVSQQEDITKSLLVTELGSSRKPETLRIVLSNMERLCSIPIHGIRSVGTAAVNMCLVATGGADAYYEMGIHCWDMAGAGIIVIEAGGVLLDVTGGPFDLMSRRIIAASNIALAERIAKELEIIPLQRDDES
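Elevated IP1 in lysates lowers TR-FRET signal (665/620 ratio and 620 channel reported). Cells were CHO-M1, given carbachol (50 uM as added) plus 50mM LiCl, pH 7.4, 30 min, 37C; compounds titrated up to 46 uM; AC50 by Hill equation.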
12-hLO inh: blocks human 12-lipoxygenase activity; Potency, µM (series often up to 57.1 µM), without a hit: at the top dose activity change, negative = inhibition, usual class: inhibitors; 150,000 tested, 0.12% active; purified 12-hLO, xylenol orange hydroperoxide absorbance; P18054; AID 1452; also: potency is read from the fitted curve at half-maximal effect; nearly all actives have a fitted effect of over 55% in size; many of its hits are not listed in these tables
Target sequence (P18054 whole entry, looked up): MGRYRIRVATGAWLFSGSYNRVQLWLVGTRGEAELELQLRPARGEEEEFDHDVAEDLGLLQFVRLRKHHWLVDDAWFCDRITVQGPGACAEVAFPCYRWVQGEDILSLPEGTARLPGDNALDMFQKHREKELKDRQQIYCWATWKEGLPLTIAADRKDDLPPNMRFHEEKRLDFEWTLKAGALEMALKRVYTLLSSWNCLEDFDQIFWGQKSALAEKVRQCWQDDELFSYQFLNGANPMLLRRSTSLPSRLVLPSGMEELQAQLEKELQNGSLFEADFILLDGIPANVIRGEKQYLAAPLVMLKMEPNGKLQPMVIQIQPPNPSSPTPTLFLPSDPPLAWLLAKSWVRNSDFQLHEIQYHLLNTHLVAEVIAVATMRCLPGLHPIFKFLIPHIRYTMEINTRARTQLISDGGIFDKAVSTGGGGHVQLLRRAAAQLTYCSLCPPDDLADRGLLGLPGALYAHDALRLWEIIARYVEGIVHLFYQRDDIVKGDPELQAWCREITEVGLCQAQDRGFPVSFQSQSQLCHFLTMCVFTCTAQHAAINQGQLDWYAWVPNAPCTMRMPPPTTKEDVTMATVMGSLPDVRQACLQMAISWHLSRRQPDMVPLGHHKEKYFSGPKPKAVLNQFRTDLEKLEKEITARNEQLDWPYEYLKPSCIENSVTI
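Purified human 12hLO (150 nM final) was preincubated with compounds for 15 min at room temperature in 25 mM Hepes pH 7.0, 0.01% Triton X-100, then reacted with 40 uM arachidonic acid for 30 min. Hydroperoxide was detected with ferrous iron/xylenol orange.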
ALOX15B inhib: 15-hLO-2 (ALOX15B) enzyme inhibition; O15296; purified 15hLO-2, xylenol orange hydroperoxide absorbance; Potency, µM (titrated, usually from 57.1 µM), inactives show at the highest dose activity change, negative = inhibition, usual class: inhibitors; 110,000 tested, 0.56% active; AID 881; also: potency is read from the fitted curve at half-maximal effect; nearly all actives have a fitted effect of over 60% in size; many of its hits are not listed in these tables
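Purified human 15hLO-2 (50 nM final) preincubated with compounds 15 min at room temperature in 25 mM Hepes pH 7.5, 0.01% Triton X-100, then 45 uM arachidonic acid added for 90 min; hydroperoxide detected via ferrous/xylenol orange, 573/405 nm absorbance ratio.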
* hit, by the source's call; u = inconclusive; x = no result given; [ ] = another dose, or the depositor's remark. Unless noted, calls follow the shape of the dose curve; as a rule, active = well fitted curve in the direction sought with a large enough effect; inconclusive = small, poorly fitted or top-dose-only effect, or another doubt; inactive = no such curve, though single readings can be large; an effect the other way counts as inactive or inconclusive. Unless noted, % is scaled to controls: 0 for no effect and ±100 for the full control effect. An excerpt, so the mix of outcomes need not match the whole.

No. | structure | PNC inhibitor | IMPase inh
1 | CCSc1nc2c(c(=O)n1CC)SC(C)C2 (stereo not given) | 5 | 7
2 | COCCCNC(=S)NC1CC2CCCC(C1)N2Cc1cccs1 (stereo not given) | -5 | 2
3 | Cc1nc(CSc2nnc3scc(-c4ccccc4)n23)cs1 | 3 | u
4 | O=C1C(Cl)=C(N2CCN(Cc3ccccc3)CC2)C(=O)N1c1ccccc1 | u | 4
5 | CC(=O)c1ccc(NC(=O)COC(=O)c2ccccc2Sc2ccccc2C#N)cc1 | -7 | u
6 | CCOC(=O)N1CCC(NS(=O)(=O)c2ccc3c(c2)OCC(=O)N3)CC1 | 12 | 1
7 | COc1ccc(CNC(=O)c2ccc(NS(=O)(=O)c3c(C)noc3C)cc2)cc1 | u | 4
8 | CC(C)(C)C(=O)Nc1nc(C2CCCN2S(=O)(=O)c2ccc(Cl)cc2)cs1 (stereo not given) | 13 | 4
9 | CC1CN(S(=O)(=O)c2ccc(Cl)c(C(F)(F)F)c2)CC(C)O1 (stereo not given) | 7 | 5
10 | Cc1c(NS(=O)(=O)c2cccs2)c(=O)n(-c2ccccc2)n1C | u | 2
11 | O=C(c1cccn2c(=O)c3cc4ccccc4cc3nc12)N1CCN(c2ccccc2)CC1 | 17 | 2
12 | COc1ccc(CCn2c(N)c(C(=O)NCc3ccco3)c3nc4ccccc4nc32)cc1OC | 22 | -2
13 | CCC(=O)N(c1ccc(F)cc1)C1C=CS(=O)(=O)C1 (stereo not given) | -1 | -1
14 | CN1C(=O)N(C)C2(c3ccccc3)N(C)C(=O)NC12c1ccccc1 (stereo not given) | u | -2
15 | COCC(=O)Nc1nc2n(n1)C(c1ccc(OC)cc1)CC(c1ccc(OC)cc1)N2 (stereo not given) | 7 | 0

No. | 12-hLO inh | ALOX15B inhib
1 | -1% | -3%
2 | 5% | -4%
3 | -1% | 5%
4 | -2% | 15%
5 | 1% | x
6 | -1% | 4%
7 | -1% | 4%
8 | -17% | 25%
9 | 2% | -3%
10 | -6% | 4%
11 | 1% | -5%
12 | -10% | -11%
13 | 4% | -9%
14 | -2% | 3%
15 | -4% | 5%

(next part)
No. | structure | PNC inhibitor | IMPase inh
16 | COc1cccc(C(=O)Nc2ccc(N3CCN(Cc4ccccc4)CC3)cc2)c1 | 6 | 6
17 | COc1ccc(CC(=O)NNc2ncnc3c2cnn3-c2ccccc2)cc1 | 17 | x
18 | Cc1ccc(C)c(N2CCN(c3ncnc4c3cnn4-c3ccccc3)CC2)c1 | 1 | -4
19 | Cn1c(=O)c2c(nc(N3CCOCC3)n2CC(=O)C23CC4CC(CC(C4)C2)C3)n(C)c1=O | 35 | -10
20 | Cc1cc(=O)oc(C)c1C(=O)NCCc1ccccc1 | 9 | -1
21 | COc1ccc(C2SCC(=O)N2c2c(C)n(C)n(-c3ccccc3)c2=O)cc1OC (stereo not given) | -14 | -1
22 | CCc1cc2c(SCC(=O)Nc3ccc(Cl)cn3)ncnc2s1 | 20 | x
23 | COc1ccc(NC(=O)Cc2ccccc2)cc1 | 334 | 1
24 | CCN(CC)C(=O)c1cnn(-c2ccccc2)c1NC(=O)c1cccc(F)c1 | -1 | 3
25 | CCOCCCNC(=O)C1CCN(S(=O)(=O)CC)CC1 | u | -2
26 | CC(Sc1nc2cc(Cl)ccc2s1)C(=O)Nc1cccc(S(=O)(=O)N2CCOCC2)c1 (stereo not given) | u | x
27 | CO/N=C(\C(=O)N[C@@H]1C(=O)N2C(C(=O)O)=C(COC(C)=O)CS[C@H]12)c1csc(N)n1 (stereo in doubt) | 27 | x
28 | Cc1nn(C)c(C)c1/C=C1/SC(=S)NC1=O | -8 | -5
29 | CS(=O)(=O)Nc1ccc([N+](=O)[O-])cc1Oc1ccccc1 | u | 1
30 | O=C(/C=C/c1ccco1)Nc1cccc(-c2nc3ccccc3[nH]2)c1 | -25 | -7

No. | 12-hLO inh | ALOX15B inhib
16 | -4% | 16%
17 | 0% | x
18 | -4% | 6%
19 | 0% | 2%
20 | 2% | 4%
21 | 1% | -2%
22 | 0% | x
23 | -2% | x
24 | 4% | -2%
25 | -3% | 5%
26 | -1% | x
27 | 1% | x
28 | -5% | -19%
29 | -3% | 2%
30 | -17% | 58%[activator]

Laid out differently: 17 of the compounds above
14) CN1C(=O)N(C)C2(c3ccccc3)N(C)C(=O)NC12c1ccccc1 (stereo not given)
15) COCC(=O)Nc1nc2n(n1)C(c1ccc(OC)cc1)CC(c1ccc(OC)cc1)N2 (stereo not given)
16) COc1cccc(C(=O)Nc2ccc(N3CCN(Cc4ccccc4)CC3)cc2)c1
17) COc1ccc(CC(=O)NNc2ncnc3c2cnn3-c2ccccc2)cc1
18) Cc1ccc(C)c(N2CCN(c3ncnc4c3cnn4-c3ccccc3)CC2)c1
19) Cn1c(=O)c2c(nc(N3CCOCC3)n2CC(=O)C23CC4CC(CC(C4)C2)C3)n(C)c1=O
20) Cc1cc(=O)oc(C)c1C(=O)NCCc1ccccc1

| assay / compound | 14 | 15 | 16 | 17 | 18 | 19 | 20 |
| --- | --- | --- | --- | --- | --- | --- | --- |
| PNC inhibitor | u | 7 | 6 | 17 | 1 | 35 | 9 |
| IMPase inh | -2 | 0 | 6 | x | -4 | -10 | -1 |
| 12-hLO inh | -2% | -4% | -4% | 0% | -4% | 0% | 2% |
| ALOX15B inhib | 3% | 5% | 16% | x | 6% | 2% | 4% |

21) COc1ccc(C2SCC(=O)N2c2c(C)n(C)n(-c3ccccc3)c2=O)cc1OC (stereo not given)
22) CCc1cc2c(SCC(=O)Nc3ccc(Cl)cn3)ncnc2s1
23) COc1ccc(NC(=O)Cc2ccccc2)cc1
24) CCN(CC)C(=O)c1cnn(-c2ccccc2)c1NC(=O)c1cccc(F)c1
25) CCOCCCNC(=O)C1CCN(S(=O)(=O)CC)CC1
26) CC(Sc1nc2cc(Cl)ccc2s1)C(=O)Nc1cccc(S(=O)(=O)N2CCOCC2)c1 (stereo not given)
27) CO/N=C(\C(=O)N[C@@H]1C(=O)N2C(C(=O)O)=C(COC(C)=O)CS[C@H]12)c1csc(N)n1 (stereo in doubt)

| assay / compound | 21 | 22 | 23 | 24 | 25 | 26 | 27 |
| --- | --- | --- | --- | --- | --- | --- | --- |
| PNC inhibitor | -14 | 20 | 334 | -1 | u | u | 27 |
| IMPase inh | -1 | x | 1 | 3 | -2 | x | x |
| 12-hLO inh | 1% | 0% | -2% | 4% | -3% | -1% | 1% |
| ALOX15B inhib | -2% | x | x | -2% | 5% | x | x |

28) Cc1nn(C)c(C)c1/C=C1/SC(=S)NC1=O
29) CS(=O)(=O)Nc1ccc([N+](=O)[O-])cc1Oc1ccccc1
30) O=C(/C=C/c1ccco1)Nc1cccc(-c2nc3ccccc3[nH]2)c1

| assay / compound | 28 | 29 | 30 |
| --- | --- | --- | --- |
| PNC inhibitor | -8 | u | -25 |
| IMPase inh | -5 | 1 | -7 |
| 12-hLO inh | -5% | -3% | -17% |
| ALOX15B inhib | -19% | 2% | 58%[activator] |

Next part:
No. | structure | PNC inhibitor | IMPase inh
31 | O=S(=O)(c1ccc(Cl)nc1)N(Cc1ccccc1)Cc1ccccc1 | u | 6
32 | O=C(Nc1ccccn1)c1ccc(Br)c(S(=O)(=O)N2CCCCC2)c1 | -7 | x
33 | Cc1ccc2cccc(OC(=O)c3ccc4c(c3)OCCO4)c2n1 | 42 | -2
34 | O=S(=O)(O)[C@@H](c1ccccc1)[C@@H](O)c1ccccc1 | x | x
35 | CC(=O)Nc1cc2c(=O)n(Cc3ccccc3)c(C)nc2cc1N1CCOCC1 | 32 | -5
36 | Cc1cccc(C)c1NC(=O)CS(=O)CC(=O)NCCCc1ccccc1 (stereo not given) | -30 | 0
37 | CN(C)CCNC(=S)Nc1ccc(Br)cc1 | 19 | x
38 | Cc1cc(NC(=O)CCN2C(=O)c3ccccc3C2=O)no1 | -26 | -5
39 | CC(C)CNC(=S)NNC(=O)c1ccco1 | 8 | 0
40 | CCC(=O)Nc1ccc(/C(C)=N\NC(=O)c2ccc(OC)cc2)cc1 | u | x
41 | Cc1ccc2cc(CCNC(=O)C(C)C)c(=O)[nH]c2c1 | -25 | -3
42 | Cc1nc2ncnn2c(C)c1CCC(=O)Nc1ccc(S(=O)(=O)N2CCCCCC2)cc1 | -94* | -8
43 | COc1ccc(CCNS(=O)(=O)c2ccc3c(c2)oc(=O)n3C)cc1OC | u | -12
44 | COC(=O)N/N=C/c1ccc(-c2cc(Cl)cc(Cl)c2)o1 | -26 | x
45 | COc1ccc2nc(-c3ccccc3)cc(OC)c2c1 | 1 | x
46 | CCOC(=O)c1c(NC(=O)c2ccoc2C)sc2c1CCC2 | 25 | 5

No. | 12-hLO inh | ALOX15B inhib
31 | 1% | x
32 | 0% | x
33 | -10% | 5%
34 | -6%[11.4 µM] | -4%[11.4 µM]
35 | -2% | -9%
36 | 7% | x
37 | -1% | x
38 | -4% | -10%
39 | 7% | x
40 | -3% | x
41 | 3% | 2%
42 | 4% | -6%
43 | -1% | x
44 | 1% | x
45 | -3% | x
46 | -3% | -5%

Compound profiles, from the list above. Screens in order: PNC inhibitor | IMPase inh | 12-hLO inh | ALOX15B inhib
`CCC(=O)Nc1ccc(/C(C)=N\NC(=O)c2ccc(OC)cc2)cc1` as listed: u | x | -3% | x
`Cc1cc(NC(=O)CCN2C(=O)c3ccccc3C2=O)no1` as listed: -26 | -5 | -4% | -10%

High-throughput results as filed in PubChem.
